Rv3671c inh: inhibitors of M. tuberculosis serine protease Rv3671c | inhibition, % at 5.96 µM | P9WHR9 | AID 2606 | hit rate 0.048% among 320,000; in the data active = inhibition above about 38%;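 also: extracellular domain of Rv3671c used as enzyme; 0% = enzyme with DMSO and 100% = no enzyme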
Target sequence (P9WHR9 whole entry, looked up, the tested form may be a part): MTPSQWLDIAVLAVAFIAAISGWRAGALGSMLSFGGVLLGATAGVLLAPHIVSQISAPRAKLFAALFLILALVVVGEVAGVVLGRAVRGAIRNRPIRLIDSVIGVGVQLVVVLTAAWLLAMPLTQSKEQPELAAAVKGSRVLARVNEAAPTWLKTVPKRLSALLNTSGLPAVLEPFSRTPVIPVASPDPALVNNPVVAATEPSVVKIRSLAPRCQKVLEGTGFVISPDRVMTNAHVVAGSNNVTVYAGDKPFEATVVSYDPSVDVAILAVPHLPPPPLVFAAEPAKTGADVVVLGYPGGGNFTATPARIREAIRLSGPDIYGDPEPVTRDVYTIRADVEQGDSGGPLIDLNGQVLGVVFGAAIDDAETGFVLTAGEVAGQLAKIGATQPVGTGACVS
SSB-PriA inh: K. pneumoniae PriA-SSBct interaction inhibition; inhibition, % at 33 µM; hit rate 0.6% among 430,000; AlphaScreen SSBct-PriA binding, biotinylated peptide; AID 1272365; in the data active = inhibition mostly above about 37%, no sharp cut-off; inactive = mostly below about 20%;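 also: plate controls were negative control peptide for no effect and reference peptide for full effect; strong numbers were not always called active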
Vc quorum ag: quorum light induction in luxS cqsA deficient V. cholerae; AID 588436; V. cholerae BH1578 lux reporter, luminescence, 6 h; hit rate 0.16% among 350,000; activation, % at 18.7 µM; in the data active = activation mostly above about 9.7%, no sharp cut-off; also: not every result past the cut was called active; inactives centre near 0; reference of the scale not given here
Mtb FBA inh: Mtb fructose-bisphosphate aldolase inhibition; P9WQA3; purified M. tuberculosis FBA, fluorescence read-out; inhibition, % at 1 µM; hit rate 2.3% among 360,000; AID 588726; in the data active = inhibition above about 27%;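 also: 0% = vehicle and 100% = reference inhibitor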
Target sequence (P9WQA3 whole entry, looked up): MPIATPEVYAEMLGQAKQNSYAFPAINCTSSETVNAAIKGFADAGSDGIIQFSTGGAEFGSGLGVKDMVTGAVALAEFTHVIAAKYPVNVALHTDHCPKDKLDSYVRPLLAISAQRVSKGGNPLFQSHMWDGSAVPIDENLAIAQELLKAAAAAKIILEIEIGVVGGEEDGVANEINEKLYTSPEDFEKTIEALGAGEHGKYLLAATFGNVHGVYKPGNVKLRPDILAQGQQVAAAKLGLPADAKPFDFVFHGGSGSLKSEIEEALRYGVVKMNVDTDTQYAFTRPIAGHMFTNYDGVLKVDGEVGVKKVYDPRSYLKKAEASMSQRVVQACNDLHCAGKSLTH
UGM FP inh: inhibitors of M. tuberculosis UDP-galactopyranose mutase. P9WIQ1. purified UGM, fluorescence polarization probe displacement. inhibition, % at 10 µM. hit rate 0.06% among 320,000. AID 504406; in the data active = inhibition above about 10%, passing the limit was not always enough
VHR inh abs: blocks human VHR1 dual specificity phosphatase; P51452; recombinant VHR phosphatase, pNPP absorbance; inhibition, % at 13.3 µM; hit rate 0.52% among 290,000; AID 1654; in the data active = inhibition above about 50%; also: some compounds called inactive have numbers as strong as hits
Target sequence (P51452 whole entry, looked up): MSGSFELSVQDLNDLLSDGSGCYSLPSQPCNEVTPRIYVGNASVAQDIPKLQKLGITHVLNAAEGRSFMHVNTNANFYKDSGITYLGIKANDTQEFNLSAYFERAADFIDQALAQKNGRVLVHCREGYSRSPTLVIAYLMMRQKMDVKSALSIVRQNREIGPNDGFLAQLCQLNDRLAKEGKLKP
GDH-TPI inh: GDH-TPI coupled enzyme inhibition counter-screen | hit rate 1.2% among 360,000 | GDH-TPI coupled enzyme counterscreen, NADH absorbance | inhibition, % at 4.8 µM | AID 588335; in the data active = inhibition above about 30%;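 also: 0% = DMSO wells and 100% = wells lacking the enzyme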
MazEF act: activators of E. coli MazEF toxin-antitoxin RNase; P0AE70; FAM/BHQ RNA-DNA oligo cleavage fluorescence, 5 h; activation, % at 20 µM; hit rate 0.32% among 350,000; AID 504720; in the data active = activation above about 50%
Target sequence (P0AE70 whole entry, looked up): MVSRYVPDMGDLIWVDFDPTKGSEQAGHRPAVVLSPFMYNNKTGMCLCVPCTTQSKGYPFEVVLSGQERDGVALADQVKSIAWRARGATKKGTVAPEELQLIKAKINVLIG
BioA inh: inhibitors of Mycobacterium tuberculosis BioA enzyme | purified M. tuberculosis BioA enzyme, plate reader | hit rate 0.096% among 360,000 | inhibition, % at 9.99 µM; in the data active = inhibition above about 40%
3CLpro inhibitor: SARS-CoV 3CLpro protease inhibition | P0C6X7 | recombinant SARS-CoV 3CLpro, quenched FRET peptide cleavage | inhibition, % at 6 µM | hit rate 0.14% among 290,000; in the data active = inhibition above about 12%
An asterisk follows results filed as active; i = inactive; . = not tested or not shown; & = joins results of further samples. The list is partial, so the mix of outcomes need not match the whole.

SMILES	Rv3671c inh	SSB-PriA inh	Vc quorum ag	Mtb FBA inh	UGM FP inh	VHR inh abs	GDH-TPI inh	MazEF act	BioA inh	3CLpro inhibitor
CCN(Cc1cc2cc(C)ccc2[nH]c1=O)C(=O)c1cccc([N+](=O)[O-])c1	0.7	5.5	-0.2	1.4	-1.5	29.4	12.8	-0.3	.	3.0
CC(C)c1ccc(NC(=O)NC2CCN(CC(=O)Nc3cccc4ccccc34)CC2)cc1	-15.9	-10.7	-0.3	-2.5	0.0	-12.3	14.7	-4.3	.	-2.1
O=C(O)C(O)C(O)c1nc2ccccc2[nH]1 (configuration not stated)	-5.0	-12.0&-4.7	-0.1	-0.1	0.9	16.7	-0.3	20.0	.	-1.9
COc1ccc(S(=O)(=O)N2CCC(C(=O)N3CCN(C)CC3)CC2)cc1OC	1.0	5.6	i	1.2	0.7	-11.2	12.0	10.2	-1.0	4.6
Cc1ccc(S(=O)(=O)N(CCO)Cc2cc3ccc(C)c(C)c3[nH]c2=O)cc1	-9.0	-3.3	i	4.2	1.3	-4.4	-6.7	-0.5	-1.1	-3.0
CN(C)c1cccc(C(=O)N/N=C/c2ccoc2)c1	-4.3	.	-0.9	2.4	1.2	.	6.1	2.9	.	.
COc1ccc2nc3oc(C(=O)N4CCN(c5cccc(Cl)c5)CC4)cc3cc2c1	-3.9	-4.1	1.3	3.2	1.2	2.9	10.7	-7.7	-0.9	2.2
COCCNCC1C(Oc2ccc(Cl)cc2)C(=O)N1c1ccccc1C (configuration not stated)	1.6	-14.5	-0.3	3.0	1.4	16.9	5.0	4.0	.	-0.8
CCCCCCCCCCCC(=O)N/N=C/c1ccco1	6.8	.	.	2.8	1.6	10.4	-8.0	1.1	-1.5	4.3
CSc1ccc(C2=CC(=O)C[C@H](c3ccc(F)cc3)C2)cc1	-9.3	-18.0	-0.2	4.4	-4.0	.	21.3	-2.1	-1.3	.
NS(=O)(=O)c1ccc(CCNc2ccn3nc(-c4ccc(OCCN5CCOCC5)cc4)cc3n2)cc1	.	.	-1.2	21.1	.	.	4.4	.	-0.6	.
COc1cc2c(cc1OC)C(C(=O)O)C(c1cc(Br)c(O)c(OC)c1)N(C)C2=O (configuration not stated)	-0.2	-6.7	6.7	2.2	3.7	4.6	-2.7	7.7	1.4	3.1
CCCCn1c(N)c(N(CCOC)C(=O)COC(=O)COc2ccccc2C#N)c(=O)[nH]c1=O	11.8	-12.5	-5.6	2.4	-1.4	.	9.1	4.6	-0.7	.
COc1ccc(-c2nc(CSCC(=O)N3CCN(c4cccc(C)c4)C(C)C3)c(C)o2)cc1OC (configuration not stated)	0.4	6.8	-0.2	0.3	0.2	-5.4	4.3	2.4	-0.9	-2.9
Cc1nc2c(cnn2-c2ccccc2)c(=O)[nH]1	-0.4	-4.7	-0.4	1.8	-3.1	13.9	-6.7	7.3	.	-0.2
Cc1cc(C)n2nc(SCC(=O)Nc3ccccc3C)nc2n1	8.4	-13.3	-0.2	2.1	-2.3	18.5	5.2	4.8	-6.1	-2.4
Cc1ccc2oc(C(=O)Nc3nonc3C)c(C)c2c1	3.3	-0.8	-0.4	10.3	0.0	21.1	2.6	10.5	-2.1	-2.5
CCc1c(C)c2ccc(OCC(N)=O)cc2oc1=O	-0.8	-4.5	i	87.5*	3.1	9.9	0.0	9.9	-0.2	-3.0
CCc1ccc(C2C3=C(CC(C)(C)CC3=O)Nc3c2c(=O)[nH]c2nc(C)nn32)cc1 (configuration not stated)	-1.0	-12.2	i	7.1	-0.3	42.8	7.7	0.5	0.3	-2.5
COc1ccc(-c2cc(C(F)(F)F)nc(NCc3cccs3)n2)cc1	-11.8	1.1	-0.1	2.1	0.8	-2.8	4.1	-8.3	.	-2.1
CN(C)C=C1C(=O)N(C2CCCCC2)C(=O)N(C2CCCCC2)C1=O	0.8	8.2	i	2.8	4.7	20.0	6.0	-9.7	-0.6	-0.6
Cc1[nH]nc2c1C(c1c[nH]c3ccccc13)C(C#N)=C(N)O2 (configuration not stated)	0.7	7.7	-0.4	0.7	3.9	4.8	10.7	3.5	1.0	-6.0
Nc1nc(-c2cc3c(cc2Cl)OCCO3)cs1	1.9	17.3&22.0	-0.4	-1.1	-1.7	9.2	-7.1	8.2	-0.8	-5.1
COC(=O)c1c(C)[nH]c(C)c1-c1ccccc1Cl	10.7	6.5	i	-1.4	-3.1	12.0	-1.4	-4.0	0.7	0.5
COc1ccc(N2C(=O)CN(Cc3ccc(OC)c(OC)c3)C2=S)cc1	-5.7	-9.6	-0.2	0.0	5.6	36.6	-3.8	2.2	2.0	3.6

Molecules shown so far with an aryl thioether with sulfur outside any ring, in the order listed:
SMILES	Rv3671c inh	SSB-PriA inh	Vc quorum ag	Mtb FBA inh	UGM FP inh	VHR inh abs	GDH-TPI inh	MazEF act	BioA inh	3CLpro inhibitor
CSc1ccc(C2=CC(=O)C[C@H](c3ccc(F)cc3)C2)cc1	-9.3	-18.0	-0.2	4.4	-4.0	.	21.3	-2.1	-1.3	.
Cc1cc(C)n2nc(SCC(=O)Nc3ccccc3C)nc2n1	8.4	-13.3	-0.2	2.1	-2.3	18.5	5.2	4.8	-6.1	-2.4

More compounds follow.
SMILES	Rv3671c inh	SSB-PriA inh	Vc quorum ag	Mtb FBA inh	UGM FP inh	VHR inh abs	GDH-TPI inh	MazEF act	BioA inh	3CLpro inhibitor
Cc1cccc(Nc2nnc(SCC3CCCCO3)s2)c1C (configuration not stated)	1.4	-6.8	0.1	3.1	-0.2	5.6	0.7	2.7	.	3.6
Cc1cc(Nc2cccc(C(=O)O)c2)n2ncnc2n1	0.0	-5.8	-0.6	4.5	1.9	-18.7	17.9	8.9	-1.4	-1.1
CCOc1ccc(N(C(C)C(=O)Nc2ccc(OC)cc2)S(C)(=O)=O)cc1 (configuration not stated)	1.4	-5.5	1.6	-0.9	-1.1	33.7	4.6	-7.1	0.1	6.8
O=C(COC(=O)c1ccccc1Cl)NC1CCCCCCC1	.	-14.7	i	-1.4	.	.	8.8	1.2	0.4	.
CCCCc1ccc(Nc2nc(CCC)cc(=O)[nH]2)cc1	-1.9	-3.9	i	-1.1	4.1	-1.4	-0.8	3.2	1.3	2.2
CCCn1c(SCC(=O)Nc2c(CC)cccc2CC)nnc1C(C)C	-1.0	-5.6	-0.3	1.4	-0.6	19.9	-5.6	-2.5	-0.5	-2.5
Cc1ccccc1NC(=O)CSc1nc2[nH]c(=O)cc(O)c2s1	.	-2.2	i	-4.8	.	.	9.8	-2.9	-3.5	.
Cc1ccccc1CC(=O)N1CCN(C(=O)c2ccco2)CC1	-6.9	7.3	i	-0.3	-2.4	45.4	0.3	1.6	-0.3	2.1
O=C(O)C1=C[C@H](c2ccccc2)C[C@H](OCCCCO)O1	-9.3	6.5	i	1.1	-2.4	.	12.3	11.7	-0.2	.
CC1OC2CC(=O)OC2C2=C1C(=O)c1c(O)cccc1C2=O (configuration not stated)	.	.	-0.3	-4.7	.	.	0.0	.	1.2	.
COc1cc(C2=CCN(C(C)=O)CC2)ccc1OC(C)=O	-2.5	4.4	i	-1.3	-0.9	.	10.6	8.0	-0.1	.
Clc1ccc(OCCSc2nnnn2C2CCCCC2)cc1	-5.9	-16.1	i	-2.2	-1.8	22.9	-10.6	0.8	.	2.9
COc1cccc(NC(=O)COC(=O)CCC2CCCC2)c1	-3.1	8.3	-0.3	1.1	1.6	.	-4.2	4.1	1.9	.
Cn1c(SCC(=O)c2ccccc2)nnc1-c1cccnc1	-8.6	-14.3	-0.8	0.4	-0.3	33.9	6.2	6.9	17.4	-1.5
CC(=O)C1=C(O)C(=O)N(CC#N)C1c1cccs1 (configuration not stated)	-2.6	6.2	-5.0	0.1	6.1	9.9	13.7	3.8	0.5	6.5
CC(=NCc1ccco1)C1=C(O)c2ccccc2C1=O	-16.6	-8.1	-1.6	0.5	-1.0	29.4	23.8	2.3	0.9	-1.1
Cn1c(=O)c2c(ncn2CC(=O)N2CCCCCC2)n(C)c1=O	2.3	-10.8	-0.7	2.5	-1.7	7.2	2.6	4.4	.	0.9
O=c1[nH]c2ccccc2cc1CN(c1ccccc1)S(=O)(=O)c1ccccc1	2.0	-5.4	-0.4	-0.2	-0.8	-13.1	8.6	26.5	.	3.3
C=CCn1c(SCC(=O)NC2CC2)nnc1-c1ccccn1	6.4	-10.0	-5.0	3.9	2.7	20.8	2.5	-2.1	-1.1	3.4
CSc1ncnc2[nH]ccc12	.	-13.4	i	10.2	.	.	0.0	-0.5	0.7	.
CN1c2ccc([N+](=O)[O-])cc2CC2(C(=O)NC(=O)N(c3ccccc3)C2=O)C1c1ccccc1 (configuration not stated)	-3.9	4.0	-2.6	-3.5	3.1	37.3	2.6	0.0	.	3.0
CCCCN(C(=O)c1cccc(S(=O)(=O)N2CCN(C)CC2)c1)c1c(N)n(CCC)c(=O)[nH]c1=O	2.9	-9.7	i	-2.8	-2.7	.	-2.8	-1.0	.	.
CNc1cccccc1=S	1.8	2.6	-0.3	2.0	-0.2	3.0	4.1	6.8	-3.2	-2.2
CCOc1ccc(CNC(=O)CCS(=O)(=O)Cc2ccc(C)cc2)cc1OC	7.0	-9.5	-0.4	1.9	0.3	20.7	6.9	1.3	-0.6	1.8
Cc1cc(C)c(C(=O)CSc2nnc(-c3cccnc3)n2C)c(C)c1	-0.7	-2.6	i	1.1	1.1	27.1	6.7	-1.8	.	-0.4

Shown bar-delimited: part of the list above.
Compound | Rv3671c inh | SSB-PriA inh | Vc quorum ag | Mtb FBA inh | UGM FP inh | VHR inh abs | GDH-TPI inh | MazEF act | BioA inh | 3CLpro inhibitor
Cc1ccccc1CC(=O)N1CCN(C(=O)c2ccco2)CC1 | -6.9 | 7.3 | i | -0.3 | -2.4 | 45.4 | 0.3 | 1.6 | -0.3 | 2.1
O=C(O)C1=C[C@H](c2ccccc2)C[C@H](OCCCCO)O1 | -9.3 | 6.5 | i | 1.1 | -2.4 | . | 12.3 | 11.7 | -0.2 | .

Next section.
SMILES	Rv3671c inh	SSB-PriA inh	Vc quorum ag	Mtb FBA inh	UGM FP inh	VHR inh abs	GDH-TPI inh	MazEF act	BioA inh	3CLpro inhibitor
C/C(=N\NC(=O)Cc1ccc(F)cc1)c1ccc(O)cc1	3.8	.	-0.5	-0.6	-2.4	-7.4	4.1	-8.6	.	3.5
COc1cccc(/C=C/C(=O)OCC(=O)NCCc2ccccc2)c1	-0.4	-11.5	-0.5	27.8*	0.6	9.1	-8.0	5.2	.	1.2
COc1ccc(S(=O)(=O)NCCc2c[nH]c3ccc(C)cc23)cc1	.	-2.4	i	3.5	1.6	-6.8	10.3	11.4	1.2	0.1
O=[N+]([O-])c1ccc(OCCCCCN2CCOCC2)cc1	4.1	-16.7	-0.6	2.2	-0.4	-15.8	14.8	10.2	-0.4	-7.3
CN(Cc1ccccc1)C(=O)COC(=O)c1c[nH]c2ccccc12	.	.	-0.5	6.7	.	.	13.4	-8.4	1.0	.
CCN(CC)S(=O)(=O)c1cc(NC(=O)COC(=O)CCc2nc3ccccc3s2)ccc1C	-3.8	-3.5	i	-3.1	-0.6	-7.0	-11.7	-10.5	4.4	0.1
CCN1C(=O)CC(N2CCC(C(=O)OC)CC2)C1=O (configuration not stated)	8.9	-14.8	i	-0.5	0.9	1.2	-0.4	6.9	-1.8	-0.2
O=C(CCc1nc2ccccc2s1)Nc1cccnc1	3.4	2.9	0.0	1.2	-0.2	16.9	8.5	5.0	21.4	0.4
O=c1c(Cc2ccccc2)c(O)ccn1Cc1ccco1	-12.4	-17.7	i	1.7	2.4	6.4	-0.6	-2.2	.	-0.1
c1csc(-c2cnc3ccccc3n2)c1	0.1	-26.0&-27.4	.	63.1*	-0.3	17.0	-0.3	-1.3	-0.8	2.0
Cc1cc(C)cc(C(=O)NCC(=O)OCC(=O)N(C)c2ccccc2)c1	-2.7	-6.1	i	4.0	0.7	29.7	0.0	8.0	.	-6.7
O=C(CN1CCOc2ccccc21)NCc1ccc(Cl)cc1	11.9	-5.5	i	0.7	-3.5	7.6	-5.9	-3.0	2.1	3.5
Cc1noc(C)c1S(=O)(=O)N(CC(=O)NC1CCCC1)c1ccc(C(C)C)cc1	2.5	-7.9	i	-0.2	0.3	-10.2	-1.7	5.2	-2.1	7.9
CNC(=O)CSc1nc2ccccc2c(=O)n1C1CCCCC1	-9.9	-22.6	-0.4	-1.2	1.9	12.2	-14.0	7.1	1.6	2.4

From PubChem
